# GLP-1R agonist: activates the human GLP-1 receptor. hit rate 0.007% among 380,000. AID 624172. Potency, µM (doses to about 45.6 µM), inactives show at the top dose activation, actives largely listed as activators. HEK293 GLP-1R CRE-luciferase, luminescence, 4-6 h; cells express a hypersensitive GLP-1R form; note: potency is the fitted concentration of half-maximal effect; % of control where 0% means no effect
# Abeta yeast res: compounds reversing amyloid beta toxicity in yeast; yeast expressing A-beta42, growth rescue, OD600, 48 h; response scale: 0% DMSO, 100% iron-clioquinol control; Potency, µM (top dose mostly 46.1 µM), for inactives: at the top dose growth rescue, actives largely listed as activators; hit rate 0.063% among 410,000; AID 1347071; note: potency is the fitted concentration of half-maximal effect; nearly all actives have a fitted effect of over 55% in size
#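 Growth rescue measured by 600 nm absorbance after 48 h yeast culture at 30 C with compound. Values normalized between DMSO and an equimolar ferric chloride plus clioquinol control.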
# TDP-43 yeast inh: TDP-43 toxicity inhibition in yeast; TDP-43 expressing yeast growth rescue, BacTiter-Glo, 24 h; Potency, µM (doses to about 46.1 µM), without a hit: top-dose growth rescue (activation), usual class: activators; hit rate 1.8% among 410,000; AID 652104; note: potency is the fitted concentration of half-maximal effect; % of control where 0% means no effect; nearly all actives have a fitted effect of over 50% in size
#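 Galactose-induced TDP-43 yeast, OD600=0.02, compound pinned; 24 hr, 30 deg C; BacTiter-Glo luminescence for growth. Inhibitors of TDP-43 toxicity read as activators.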
# pAkt inh: Akt phosphorylation inhibition; Neuro2A IGF-stimulated pAkt S473 HTRF, 20 min; active compounds read low; activity change, % for hits at 50 µM; hit rate 0.32% among 360,000; AID 651550; in the data active = activity change below about -80%; inconclusive = mostly about -51% to -80%; note: % is set by controls: 0 for no effect and ±100 for the full control effect
#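 Neuro2A cells (4,500/well, DMEM with 0.5% FBS) were treated with compound at a single 50 µM final concentration, stimulated with 6 nM IGF for 20 min at 37 °C, and lysed. Phospho-Akt Ser473 was read by HTRF as 665/615 ratio ×10^4.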
# D3 antag: antagonists of human D3 dopamine receptor | AID 652054 | max response, negative = inhibition, % | D3R cells, DiscoveRx beta-arrestin luminescence, antagonist mode; active compounds read low | P35462 | hit rate 2.5% among 360,000; in the data active = max response below about -50%; inconclusive = no clear call, values can overlap the other calls; note: % is set by controls: 0 for no effect and ±100 for the full control effect; mostly tested at two doses, the higher about 12 µM
# Target sequence (P35462 whole entry, looked up): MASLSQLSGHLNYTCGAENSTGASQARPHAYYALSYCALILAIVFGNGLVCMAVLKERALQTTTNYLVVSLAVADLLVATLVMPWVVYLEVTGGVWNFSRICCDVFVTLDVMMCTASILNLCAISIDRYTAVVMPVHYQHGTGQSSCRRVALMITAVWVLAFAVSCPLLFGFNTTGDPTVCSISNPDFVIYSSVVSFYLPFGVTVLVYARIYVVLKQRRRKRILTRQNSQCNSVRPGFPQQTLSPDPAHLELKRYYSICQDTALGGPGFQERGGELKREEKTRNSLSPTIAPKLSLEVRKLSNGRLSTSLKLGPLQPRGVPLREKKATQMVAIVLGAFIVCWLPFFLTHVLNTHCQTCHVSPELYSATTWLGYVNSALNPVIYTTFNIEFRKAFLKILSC
#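 Cells plated overnight at 1500 cells/well, then exposed to library compounds with dopamine controls for 90 minutes at 37 degrees C. DiscoveRx reagent added for 30–60 minutes at room temperature; luminescence read, quantitative HTS format.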
# GLP-1R inv ag: acts as inverse agonist at human GLP-1 receptor; P43220; HEK293 GLP-1R CRE-luciferase, luminescence, 24 h; GLP-1R form is constitutively active; Potency, µM (series often up to 38.3 µM), without a hit: at the top dose activity change, negative = inhibition, actives largely listed as inhibitors; hit rate 1.6% among 410,000; AID 624417; note: potency is the fitted concentration of half-maximal effect; % is set by controls: 0 for no effect and ±100 for the full control effect; nearly all actives have a fitted effect of over 55% in size
#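 HEK293 cells stably co-expressing a cAMP-responsive luciferase reporter and constitutively active GLP-1R were seeded, incubated 12 h, then exposed to compounds for 24 h at 37 C. Luminescence was read 12 min after detection reagent; inverse agonists lower signal.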
# PTHR1 ag: agonists of human PTHR1 parathyroid hormone receptor; Q03431; HEK293 GP2 PTHR1 cells, GloSensor cAMP luminescence, 1 h; Potency, µM (highest dose often 115 µM), inactives show top-dose activation, most hits filed as activators; hit rate 0.075% among 410,000; note: potency is the fitted concentration of half-maximal effect; nearly all actives have a fitted effect of over 55% in size; some results filed as inactive show a strong effect at the top dose; inactives centre near -15; many of its hits are not listed in these tables
# Target sequence (Q03431 whole entry, looked up): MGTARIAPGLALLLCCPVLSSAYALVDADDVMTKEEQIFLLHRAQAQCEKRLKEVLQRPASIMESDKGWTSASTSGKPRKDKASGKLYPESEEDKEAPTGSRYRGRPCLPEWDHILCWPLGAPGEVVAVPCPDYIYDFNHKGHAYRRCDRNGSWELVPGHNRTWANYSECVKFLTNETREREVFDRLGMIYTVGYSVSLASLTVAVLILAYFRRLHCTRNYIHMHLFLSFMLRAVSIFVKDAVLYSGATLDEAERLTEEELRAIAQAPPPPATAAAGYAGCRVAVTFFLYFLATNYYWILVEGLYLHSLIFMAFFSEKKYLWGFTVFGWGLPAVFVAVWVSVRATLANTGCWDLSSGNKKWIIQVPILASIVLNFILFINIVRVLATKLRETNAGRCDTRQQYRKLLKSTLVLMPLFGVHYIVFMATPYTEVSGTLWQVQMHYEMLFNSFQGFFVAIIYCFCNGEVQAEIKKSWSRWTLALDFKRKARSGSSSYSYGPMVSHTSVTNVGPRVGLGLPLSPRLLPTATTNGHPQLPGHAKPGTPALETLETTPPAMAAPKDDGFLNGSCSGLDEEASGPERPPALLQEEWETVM
#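 HEK-293-derived GP2 cells expressing PTHR1 and a GloSensor cAMP reporter, 3,000/well, plated overnight, given luciferin plus IBMX (each 0.5 mM as added) for 1 h at 37 °C, then compound for 1 h at 37 °C. Luminescence was read after 15 min at room temperature.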
# aSyn yeast inh: alpha-synuclein toxicity inhibition in yeast; Yeast expressing alpha-synuclein, growth rescue, BacTiter-Glo, 24 h; Potency, µM (doses to about 46.1 µM), without a hit: top-dose growth rescue (activation), most hits filed as activators; hit rate 0.14% among 370,000; AID 652106; note: potency is the fitted concentration of half-maximal effect; % of control where 0% means no effect; nearly all actives have a fitted effect of over 65% in size
#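 Galactose-induced alpha-syn yeast (OD600=0.02, raffinose-pregrown) + pinned cpd, 24 hr, 30 deg C; growth by BacTiter-Glo luminescence. Growth restoration scores as activation.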
# FUS yeast rescue: suppressors of FUS proteinopathy in yeast; S. cerevisiae FUS-expressing, growth rescue, OD600, 24 h; Potency, µM (series often up to 76.6 µM), for the others: at the top dose growth rescue (activation), usual class: activators; hit rate 0.24% among 390,000; AID 1347120;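 note: potency is the fitted concentration of half-maximal effect; plate controls were DMSO vehicle for no effect and reference control for full effect; nearly all actives have a fitted effect of over 55% in size; some results filed as inactive show a strong effect at the top dose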
#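 Yeast expressing FUS under galactose induction, OD 0.005 in 2% galactose medium; compounds in a dilution series, 24 h at 30C. Growth rescue by absorbance at 600 nm; CP55940 positive control, DMSO negative.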
# * marks the source's active call; other numbers are inactive results; i = inactive; ? = inconclusive; . = no result given; [ ] = another dose, or the depositor's remark. Unless noted, calls come from the whole dose curve; as a rule, active = well fitted curve in the direction sought with a large enough effect; inconclusive = small, poorly fitted or top-dose-only effect, or another doubt; inactive = no such curve, though single readings can be large; an effect the other way counts as inactive or inconclusive. The list is partial; the hit share may differ from the screen's.
Compound	GLP-1R agonist	Abeta yeast res	TDP-43 yeast inh	pAkt inh	D3 antag	GLP-1R inv ag	PTHR1 ag	aSyn yeast inh	FUS yeast rescue
C=CCn1c(O)c(N=NC(=S)Nc2cccc(OC)c2)c2ccccc21	-3%	?	16µM*	i	-14	?	i	22µM*	22%
O=C(CSc1n[nH]c(-c2ccncc2)n1)Nc1ccc(Cl)cc1	3%	2%	-16%	i	2	-10%	10%	-2%	22%
Cc1cccc(Nc2nc(N)nc(N)c2N=O)c1	17%	5%	-11%	i	-13	92%[activator]	-4%	-6%	11%
Cn1cnnc1SCC(=O)NNC(=O)c1ccc(Cl)cc1	-14%	6%	-5%	i	-8	30%	-8%	1%	-6%
Cc1ccc(S(=O)(=O)N(CC(=O)N2CCOCC2)c2ccc(C(C)C)cc2)cc1	-1%	8%	5%	i	12	?	i	6%	27%
COc1ccccc1NC(=O)c1ccc(NC(=O)COC(=O)C2CC2C)cc1 (configuration not stated)	-15%	10%	?	i	11	-4%	i	-3%	.
COc1ccc(-n2c(C)nn(CC3CC3)c2=O)cc1	16%	-9%	17%	i	-3	-4%	i	2%	-11%
Cc1cc(NC(=O)CN2C(=O)NC(CC(C)C)C2=O)ccc1Br (configuration not stated)	-3%	-10%	18%	i	-7	?	i	-4%	-9%
Cc1ccc(Nc2nnc(C(C)(C)C)c(=O)n2N)cc1	1%	6%	-14%	i	-2	?	-20%	5%	.
CCN(CC)C(=S)NC(=O)c1cccnc1	5%	6%	-13%	i	-8	13%	-7%	0%	3%
O=C(NCCCn1ccnc1)C1CCCN(S(=O)(=O)c2ccc(F)cc2)C1 (configuration not stated)	8%	-3%	3%	i	-8	-17%	i	?	2%
CCOc1ccc(N2C(=O)C3C(c4ccc(OC)cc4OC)NC(CCSC)(C(=O)OC)C3C2=O)cc1 (configuration not stated)	-4%	21%	.	i	-25	-21%	i	6%	19%
CC(=O)N1CCOCCOCCN(C(C)=O)CCOCCOCC1	0%	-9%	8%	i	9	4%	i	-1%	-1%
CCSc1ccc(C(=O)NCC(=O)O)cc1	4%	-2%	-9%	i	-15	4%	-34%[inhibitor]	8%	7%
Cc1cccc(C(=O)Nc2ccc(N3CCN(c4ccc(F)cc4)CC3)c(C(=O)O)c2)c1	.	-8%	3%[9.22 µM]	.	.	14%	2%	.	-18%
O=C1CNC(=O)/C1=C\N1CCN(C(c2ccccc2)c2ccccc2)CC1	-3%	2%	4%	i	14	?	i	-12%	-1%
CCC(O)c1cc2c(cc1NC(=O)c1cccs1)OCCO2 (configuration not stated)	-5%	-7%[9.22 µM]	16%	i	9	-13%	i	6%	-50%
O=C1Nc2ccccc2C1=Nc1cccc([N+](=O)[O-])c1	-3%	1%	7%	i	-3	6%	i	18%	-27%
Cc1cc(C)n2cc(COc3ccc4ccccc4c3)nc2n1	22%	10%	25%	i	10	9%	-20%	8%	16%
N#Cc1ccccc1Cn1cnc2nc3c(cc2c1=O)CCCC3	.	-4%	-11%	.	.	5%	-7%	.	-17%
COc1ccc(Nc2nnc(SCC(=O)NC(=O)Nc3ccc4c(c3)OCCO4)s2)cc1	7%	-5%	17%	i	8	11%	i	-1%	10%
COc1ccc(C)cc1NC(=O)C(=O)NCCc1csc(-c2ccc(C)cc2)n1	.	6%	25%	.	.	11%	i	.	-6%
CCOc1cc(C(=O)Nc2ccc(-c3cn4cccnc4n3)cc2)cc(OCC)c1OCC	.	-9%	25%	.	.	-24%	-20%	.	45%
COCC1CCN(Cc2cn[nH]c2-c2cc3ccccc3o2)C1 (configuration not stated)	10%	4%	-13%	i	-29	?	i	6%	19%
Cc1cc(C)n(-c2nc3ccccc3nc2N2CCN(S(=O)(=O)c3cccc(C#N)c3)CC2)n1	9%	6%	3%	i	-2	?	-8%	2%	16%
Cc1ccc(C)c(NC(=O)CCc2nc(-c3ccc(C(C)(C)C)cc3)no2)c1	.	18%	-4%	.	.	?	-3%	.	10%
O=C(O)CCCCCNS(=O)(=O)c1ccc2c(c1)OCCO2	-6%	-4%	18%	i	3	-2%	27%	0%	-19%
COc1ccccc1Nc1ncc(-c2cccs2)s1	-9%	-3%	10%	.	-10	8%	-3%[57.5 µM]	4%	15%
Cc1cccc(NC(=O)CSc2nnc3ccc(-c4cccnc4)nn23)c1	-5%	0%	-1%	i	-21	46%[activator]	i	-2%	-30%
CCN(CC)c1nc2ccccc2nc1C(C#N)C(=O)NCCCOC (configuration not stated)	?	1%	5%	i	0	?	-2%[57.5 µM]	0%	15%

# (next part)
Compound	GLP-1R agonist	Abeta yeast res	TDP-43 yeast inh	pAkt inh	D3 antag	GLP-1R inv ag	PTHR1 ag	aSyn yeast inh	FUS yeast rescue
O=C(CN1CC(=O)Nc2ccccc21)Nc1ccc(F)c(F)c1	2%	-2%	-1%	i	-3	?	-12%	-9%	-5%
O=C(OCCN=C1NS(=O)(=O)c2ccccc21)c1ccccc1F	14%	8%	-11%	i	-5	13%	-12%	-5%	3%
CC(CCc1ccccc1)NC(=O)[C@@H]1Cc2ccccc2CN1 (some centres not stated)	0%	-11%	7%	i	-9	-15%	-5%	-3%	-18%
CCOC(=O)C1CCN(C(=O)c2ccc(Cl)c(S(=O)(=O)N3CCOCC3)c2)CC1	-1%	-9%	-22%	i	15	-2%	i	0%	3%
COc1ccc(CCNC(=O)CN(c2ccccc2)S(=O)(=O)N(C)C)cc1	7%	-7%	24%	.	.	-6%	i	-6%	-11%
Cc1ccc2c(=O)cc(C(=O)Nc3nnc(CC(C)C)s3)oc2c1C	.	2%	13%	.	.	2%	-9%	.	-8%
c1ccc(C2=Nn3c(Cn4nnc5ccccc54)nnc3SC2)cc1	12%	5%	-22%	i	9	-5%	i	5%	5%
CCCC(=O)OCCNC(=O)c1cc2ccccc2oc1=O	-1%	-5%	-16%	i	-21	19%	i	0%	-4%
CCOC(=O)CNC(=O)CSc1nnc(COc2ccc(Cl)cc2)n1CC	-1%	1%	12%	i	-55*	2%	i	-1%	-5%
Cc1noc(C)c1S(=O)(=O)N(CC(=O)NCc1ccccc1Cl)c1ccc(C(C)C)cc1	-1%	-3%	6%	.	.	5%	-15%	.	10%
Cc1cccc(NS(=O)(=O)c2cc(C(=O)N3CCCCCC3)ccc2C)c1	1%	-9%	-15%	i	-22	?	-19%	-6%	39%
CC1C(=O)CCN(C(C)(C)C)C1C (configuration not stated)	2%	-1%	-22%	.	0	-5%	-16%[57.5 µM]	0%	-35%
CCC1(C)Cc2ccccc2-c2nc(NCCO)[nH]c(=O)c21 (configuration not stated)	0%	15%	2%	i	-52*	?	i	-6%	-5%
O=C(CSc1nnc2ccccn12)NNC(=O)c1cccc([N+](=O)[O-])c1	-1%	-3%	11%	i	8	7%	i	-4%	-18%
CC(C)c1c(C(=O)N/N=C/C=C/c2ccccc2)nnn1-c1nonc1N	-4%	-18%	11%	.	10	?	-20%	-2%	-24%
CCOc1ccc(NC(=O)c2ccc(CSc3nnc(C)s3)cc2)cc1	4%	7%	1%	i	4	10%	-4%	3%	7%
Cc1ccc(N2CC(C(=O)OCc3nnc(-c4ccccc4)o3)CC2=O)cc1 (configuration not stated)	-11%	-5%	11%	i	-2	18%	i	-7%	13%
CCc1ccc2oc(C(=O)Nc3sc4c(c3C(=O)NC)CCCC4)cc(=O)c2c1	.	-2%	18%	.	.	7%	i	.	-24%
O=[N+]([O-])C1C(c2ccccc2)=NOC1c1ccccc1O (configuration not stated)	-6%	-22%	18µM*	i	?	-12%	i	2%	3%
Cc1cccc(C)c1NC(=O)CN(C)C(=O)c1ccc2nc[nH]c2c1	-8%	3%	5%	i	10	10%	-23%	-3%	5%
COC(=O)CSc1nnc(COc2ccc([N+](=O)[O-])cc2)n1C	-6%	0%	11%	i	4	-19%	i	1%	-17%
N#CCCn1nc(-c2ccc(Cl)cc2)cc1Nc1ccccc1NC(=O)C(F)(F)F	-4%	2%	9%	i	4	12%	i	2%	-1%
CN1c2ccccc2C(C)(C)C12C=Cc1cc(O)ccc1O2 (configuration not stated)	4%	4%	-22%	i	-17	?	-30%[57.5 µM]	-3%	7%
COc1cccc(/C=N/n2c(-c3cc(C)[nH]n3)n[nH]c2=S)c1OC	-2%	-4%	4%	i	-11	-1%	-12%	2%	-4%
COc1ccc(CCNC(=O)Cn2nnc(-c3ccccc3F)n2)cc1OC	-1%	11%	-4%	i	19	-6%	i	0%	2%
CCOC(=O)C1=C(COC(=O)/C=C/c2ccc(C)o2)NC(=O)NC1C (configuration not stated)	-4%	18%	-9%	i	-24	23%	25%	6%	5%
CCC[C@@H](O)c1cc2cc(OC)c(OC)cc2c(=O)o1	5%	-43%[inhibitor]	0%	i	0	11%	-5%	-5%	2%
CCOc1ccc(NC(=O)c2ccc3nccnc3c2)cc1	4%	12%	?	i	9	11%	i	3%	12%
Cc1cccc(C)c1NC(=O)CNC(=O)c1ccc(NS(=O)(=O)c2ccc3[nH]c(=O)[nH]c3c2)cc1	-11%	10%	-4%	i	23	1%	i	-7%	6%
Cc1ccc(OCC2Cn3c(nc4c3c(=O)[nH]c(=O)n4C)O2)cc1C (configuration not stated)	14%	-5%	-9%	i	0	6%	-12%	-8%	11%
